TDP1 inh: blocks human tyrosyl-DNA phosphodiesterase 1; Q9NUW8; recombinant TDP1, AlphaScreen DNA substrate cleavage; Potency, µM (top dose mostly 130 µM), inactives show top-dose activity change, negative = inhibition, most hits filed as inhibitors; 0.28% of 350,000 active; further: nearly all actives have a fitted effect of over 40% in size
Target sequence (Q9NUW8 whole entry, looked up): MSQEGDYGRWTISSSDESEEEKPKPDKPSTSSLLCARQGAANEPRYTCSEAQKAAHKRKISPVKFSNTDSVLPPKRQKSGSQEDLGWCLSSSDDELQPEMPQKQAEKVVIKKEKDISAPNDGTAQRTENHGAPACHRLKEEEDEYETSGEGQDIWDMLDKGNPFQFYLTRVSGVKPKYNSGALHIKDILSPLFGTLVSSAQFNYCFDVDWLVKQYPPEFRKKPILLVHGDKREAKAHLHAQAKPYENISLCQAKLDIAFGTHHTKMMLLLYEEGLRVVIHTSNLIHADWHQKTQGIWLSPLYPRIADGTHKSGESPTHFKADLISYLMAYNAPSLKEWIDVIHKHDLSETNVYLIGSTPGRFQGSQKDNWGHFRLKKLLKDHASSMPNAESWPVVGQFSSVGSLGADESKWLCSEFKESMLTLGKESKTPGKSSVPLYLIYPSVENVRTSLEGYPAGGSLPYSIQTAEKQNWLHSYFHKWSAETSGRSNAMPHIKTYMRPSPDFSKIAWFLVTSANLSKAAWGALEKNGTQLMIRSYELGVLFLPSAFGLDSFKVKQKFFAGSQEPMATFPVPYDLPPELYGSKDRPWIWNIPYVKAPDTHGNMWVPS
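Signal: AlphaScreen proximity between streptavidin donor and anti-FITC acceptor beads on intact substrate. Reaction: Tdp1 1 nM, substrate 15 nM final, 5 min RT after 15 min compound preincubation.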
KAT2A inh: blocks human GCN5L2 histone acetyltransferase | Q92830 | Potency, µM (series often up to 58.9 µM), for the others: top-dose activity change, negative = inhibition, actives largely listed as inhibitors | 0.21% of 390,000 active | GCN5L2 HAT assay, ThioGlo1 CoA-SH fluorescence
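Enzyme at 20nM final was mixed with library compounds for 15 min at room temperature. Peptide H3(1-25) at 75uM, acetyl-CoA at 70uM and ThioGlo1 at 50uM were then added. Plates were read immediately and after 20 min (Ex340nm/Em540nm).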
DT40 TDP1 no CPT: qHTS for Inhibitors of human tyrosyl-DNA phosphodiesterase 1 (TDP1): qHTS in cells in absence of CPT; DT40 Tdp1-/- hTDP1 cells, no CPT, ATP luminescence, 48 h; Potency, µM (top dose mostly 46.2 µM), inactives show top-dose activity change, negative = growth inhibition, most hits filed as inhibitors; 15% of 420,000 active; AID 686978, 2013; further: nearly all actives have a fitted effect of over 55% in size
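Stably hTDP1-transfected Tdp1-null chicken DT40 cells were treated with library compounds minus camptothecin and grown for at least 48 hr at 37 °C, after which cellular ATP was quantified by luminescence.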
Starred values were filed as active, the others as inactive; ? = inconclusive; nt = not tested or not shown; & = joins results of further samples; [ ] = another dose, or the depositor's remark. The call rests on the fitted dose curve; in most records, active means well fitted curve in the direction sought with a large enough effect; inconclusive means small, poorly fitted or top-dose-only effect, or another doubt; inactive means no such curve, though single readings can be large; an effect the other way counts as inactive or inconclusive. On the % scale 0 is the no-effect control and ±100 the full control effect; potency means the concentration at half of the fitted maximal effect.

SMILES	TDP1 inh	KAT2A inh	DT40 TDP1 no CPT
Cc1ccc(Nc2nc(Cl)nc(N(C)C#N)n2)cc1	2.9%	-24.2%	23.1µM*
CC(=O)N1C(C)(C)CC(=NOC(=O)c2ccccc2)CC1(C)C	5.4%	0.4%	1.9%
CC(=O)c1cc(F)c(N2CCN(C(=O)c3ccco3)CC2)cc1C	5.2%	-5.1%	?
O=S(=O)(c1ccc(Cl)cc1)c1nc(-c2cccs2)oc1SCc1ccccc1F	2.9%	-8.9%	23.1µM*
COc1ccc(-n2c(=S)[nH]c3ccccc32)cc1	1.4%	-6.3%	-4.7%
O=C(Nc1ccc(N2CCCC2)cc1)c1cc2ccccc2o1	8.1%	1.7%	?
O=C(/C=C/c1ccccc1[N+](=O)[O-])N1CCN(c2ccccc2F)CC1	7.2%	0.2%	0.6%
CCc1ccc(CNC(=O)c2c(C)oc3ncn(CC(C)C)c(=O)c23)cc1	-5.3%	-15.0%	16.4µM*
Cc1ccc(C(=O)CCCn2nnc(-c3cccnc3)n2)cc1C	-2.1%	-10.3%	?
S=C(Nc1ccc(Cl)cc1Cl)N1CCOCC1	-3.5%	-4.7%	7.5%
COCCn1c(N)c(N(Cc2ccccc2)C(=O)C2CCCC2)c(=O)[nH]c1=O	4.9%	-3.2%	4.8%
Cc1cccc(-c2noc(CNC(=O)COc3ccccc3C)n2)c1	-5.4%	-2.8%	14.2%
Cc1cc(CSc2nc(C)cc(=O)[nH]2)c2ncccc2c1	5.3%	-10.3%	?
Cn1c(=O)c2c(-c3ccccc3)n(CCCO)cc2n(C)c1=O	5.7%	-9.9%	-22.1%
Cc1nn(CCc2n[nH]c(=S)n2-c2ccc(F)c(Cl)c2)c(C)c1[N+](=O)[O-]	4.0%	0.5%	0.8%
COc1ccc(NS(=O)(=O)c2c(C)cc(C)cc2C)cc1	7.0%	-2.6%	?
CC(C)Oc1ccc(S(=O)(=O)N2CCCCC2)cc1NC(=O)C1CCCC1	-1.1%	-3.4%	?
COc1cccc(-c2cc(C(=O)Nc3cnn(Cc4ccccc4C)c3)no2)c1	-1.5%	19.3%	-25.8%
O=c1c2cc(Br)ccc2nc(-c2ccc([N+](=O)[O-])cc2)n1O	6.3%	-1.6%	-109.2%
CCOC(=O)c1c(C)[nH]c(C)c1C(=O)CSc1nc2ccccc2[nH]1	2.7%	-4.2%	-74.2%
O=P(O)(COc1ccccc1)COc1ccccc1	4.1%	?	-11.5%
Cc1ccc(F)c(NC=C2C(=O)OC(C)(C)OC2=O)c1	-5.1%	-1.7%	2.7%
COC(=O)CN1C(=O)C2(C(C#N)=C(N)Oc3c2c(C)nn3-c2ccccc2)c2ccccc21 (stereo unspecified)	2.4%	-3.3%	20.6µM*
O=C(Nc1cccc2[nH]ncc12)NS(=O)(=O)c1ccccc1	nt	0.3%	-3.2%
CC1CCCCN1C(=O)c1cc(-c2ccc(Cl)c(Cl)c2)on1 (stereo unspecified)	-6.1%	-1.2%	?
CC(C)CC(=O)Nc1cc2c3c(c1)CCN3C(=O)CC2	2.3%	?	6.4%
Cc1cc2c(c(=O)o1)C(C1C=CCCC1)C(C#N)=C(N)O2 (stereo unspecified)	-9.3%	-6.8%	-1.4%
Cc1nc2ccccn2c1C(=O)N/N=C/c1ccc([N+](=O)[O-])o1	?	-18.6%	5.8µM*
CCCCC(=O)Nc1ccc(NC(=O)C2CC2)cn1	1.0%	0.6%	-14.1%
CCOC(=O)c1sc2nc(SC)nc(-c3ccc(Cl)cc3)c2c1N	6.2%	-4.9%	14.6µM*
CN(C)CCCn1c(=O)n(CCc2ccccc2)c(=O)c2c3c(sc21)CCCCC3	5.6%	0.3%	23.1µM*
COc1ccc(NC(=O)CSc2nc(=O)n(CCN3CCOCC3)c3c2CCCC3)c(OC)c1	-6.7%[0.505 µM]	0.0%	-25.0%
COc1cc2c(cc1OC)[C@@H](NC(=O)Cc1ccc(F)cc1)[C@H](OCc1ccccc1)C2	0.9%[56.1 µM]	0.7%	?
Cn1c(=O)oc2cc(S(=O)(=O)NCCCN3CCCC3=O)ccc21	7.4%	-4.8%	17.3%
Cc1ccc(C(=O)NCC(c2ccc(Cl)cc2)N2CCCCC2)cc1 (stereo unspecified)	-1.6%	-2.9%	13µM*
COC(=O)Cn1c2c(c3cc(C)ccc31)CCCC2	8.2%	-1.0%	-11.5%
Cc1cc(=O)oc2cc(OCC(=O)Nc3ccc(N4CCC(C)CC4)cc3)ccc12	12.5%	-8.7%	?
c1ccc(SCc2cn(C[C@H]3CC[C@@H]([C@@H]4CC[C@H](Cn5cc(CSc6ccccc6)nn5)O4)O3)nn2)cc1	nt	-2.7%	16.4µM*
O=C(Nc1cc(S(=O)(=O)N2CCOCC2)ccc1N1CCOCC1)c1ccccc1Cl	0.1%	-4.1%	-14.5%
CCN(CC(=O)NC(=O)NC1CCCCC1)Cc1ccccc1	nt	-5.0%	?
Cc1nc2ccccn2c(=O)c1NC(=O)c1ccc(C(F)(F)F)cc1	5.4%	-0.8%	?
COc1ccc(CNC(=O)COC(=O)CCCOc2ccc(Cl)cc2Cl)cc1OC	2.8%	-3.7%	-23.0%
COc1ccc(CCNS(=O)(=O)c2ccc(F)cc2)cc1OC	-4.0%	-10.7%	-4.1%
COc1ccc(OC(C)C(=O)NCCc2nc3ccccc3[nH]2)cc1 (stereo unspecified)	5.1%	1.2%	?
O=C(c1cccn2c(=O)c3ccc(Cl)cc3nc12)N1CCN(Cc2ccc3c(c2)OCO3)CC1	4.7%	-2.7%	18.4µM*
CN1CCN(C(=O)/C(=C/c2cn(S(=O)(=O)N(C)C)c3ccccc23)NC(=O)c2ccccc2Cl)CC1	1.3%	-2.0%	-12.3%
COc1cc(C(=O)Nc2ccc(F)cc2Cl)ccc1OCC(=O)N1CCOCC1	2.0%[0.505 µM]	-0.3%	-24.9%
O=S(=O)(c1ccc(Br)cc1)N1CCN(c2ccc3nnc(-c4ccccc4)n3n2)CC1	4.9%	-3.9%	20.6µM*
COc1ccc(C(=O)NNC(=O)C2CCN(S(=O)(=O)c3ccc(C)cc3)CC2)cc1	-1.2%	-5.3%	-1.5%
COc1cc2cc(C)c(SCC(=O)N3CCOCC3)nc2cc1OC	3.9%	-8.8%	-15.0%
CCn1c(SCC(=O)Nc2oc(-c3ccccc3)c(-c3ccccc3)c2C#N)nnc1-c1ccncc1	9.1%	-12.1%	?
COc1ccccc1CSc1nc2c(c(=O)n(C)c(=O)n2C)n1C	nt	-2.1%	-3.8%
Cc1ccc(NC(=O)CCCn2c(=S)[nH]c3ccsc3c2=O)cc1C	-5.7%	-5.2%	20.1%
CNC(=O)c1ccc(NC(=O)Cc2ccc(S(=O)(=O)N3CCOCC3)s2)cc1	3.2%	-5.7%	-20.6%
O=C(CN1CCN(S(=O)(=O)N2CCCCCC2)CC1)Nc1ccc(Br)cc1	3.4%	-9.4%	?
CNc1ccc(Cl)nn1	-1.3%	-10.0%	1.4%
CCCN(C(=O)c1cc(-c2ccco2)nc2ccccc12)c1c(N)n(Cc2ccccc2)c(=O)[nH]c1=O	nt	-21.3%	9.9%
CC(=O)Nc1ccc(N/C=C(\C=O)c2nc3ccccc3o2)cc1	1.2%	-19.8%	-2.2%
Cc1ccc(C)c(NS(=O)(=O)c2ccc3c(c2)Cc2cc(S(=O)(=O)Nc4cc(C)ccc4C)ccc2-3)c1	4.6%	2.0%	13µM*
O=C(NCCc1ccc(Cl)cc1)c1ccc2c(c1)N(Cc1cccc(Cl)c1)C(=O)c1ccccc1S2(=O)=O	4.7%	-1.9%	7.31µM*

Carrying on:
SMILES	TDP1 inh	KAT2A inh	DT40 TDP1 no CPT
CCOc1ccc(/C=N/n2c(-c3ccccc3)n[nH]c2=S)cc1	nt	7.9%	?
C/C(=N\NC(=S)NCc1ccccc1)c1ccc2ccccc2c1OC(F)F	4.7%	-6.1%	?
O=C(C1CCN(Cc2nc(-c3ccc(Cl)cc3)no2)CC1)N1CCOCC1	0.0%	-0.2%	-21.0%
CN(C)S(=O)(=O)c1ccc(C(=O)N2CCN(C(=O)C3CCCO3)CC2)cc1 (stereo unspecified)	-0.7%[56.1 µM]	-1.1%	-1.8%
CCC(C)c1ccc(NC(=O)N2CCN(C(=O)C3CCCO3)CC2)cc1 (stereo unspecified)	3.2%	-28.0%	-1.3%
O=C(NCC(c1cccs1)N1CCOCC1)c1ccccc1NS(=O)(=O)c1cc([N+](=O)[O-])ccc1Cl (stereo unspecified)	5.5%	1.6%	-23.3%
Cc1ccc(NC(=O)/C=C/c2ccc3c(c2)OCO3)cc1S(=O)(=O)N1CCOCC1	2.7%	-16.7%	-18.7%
CCCN(CCC)c1cc(C)nc2nc(-c3ccc(Cl)cc3)nn12	-7.0%	-4.6%	-15.2%
COc1ccccc1CNC(=O)CSc1ccc(C)cc1	2.7%	-3.5%	?
CCC(C(=O)NC1CCCC1)N(C(=O)Cn1nnc(-c2ccc(C)o2)n1)c1cccc(OC)c1 (stereo unspecified)	6.3%	-5.6%	-18.0%
O=C1Nc2ccccc2OC1CC(=O)N1CCCC1 (stereo unspecified)	-1.0%	-3.2%	-1.0%
CCOC(=O)c1ccc(NC(=S)N(CCCN2CCCC2)Cc2cccs2)cc1	3.7%	-12.9%	?
O=S(=O)(c1cc(C(F)(F)F)ccc1Cl)N1CCCCCC1	1.1%	-2.4%	-17.2%
COc1cc(NC(=O)CCc2c(C)nc3c(-c4ccc(F)cc4)c(C)nn3c2C)cc(OC)c1OC	4.6%	-8.5%	6.51µM*
CCOc1ccc(OCc2cccc(C(=O)N3CCOCC3)c2)cc1	4.1%	-15.0%	-29.7%
O=C(Cc1ccccc1)Oc1coc(CSc2ncccn2)cc1=O	-2.3%	-3.1%	2.6%
CC1CN(C(=O)COC(=O)c2ccc(N(C)C)cc2)CC(C)O1 (stereo unspecified)	-8.2%	-4.8%	2.7%
S=C(NCc1ccncc1)NC1CCCC1	0.0%	-2.2%	-6.6%
O=C(NN=C1CCCCC1)c1cc(-c2ccccc2)n[nH]1	5.5%	-3.6%	3.6%
CC(=O)N1[C@H](Cc2ccccc2)C=C[C@]1(C)C(=O)NCc1ccccn1	3.9%&9.9%	-3.3%	10.5%
COCc1cc(=O)n2[nH]c(C)c(-c3ccccc3)c2n1	2.5%	-7.2%	-22.0%
Cn1c(=O)[nH]c(=O)c2c1nc(NCc1ccco1)n2Cc1ccccc1Cl	3.0%	-7.9%	9.2%
CC(=O)c1ccc(N2C(=NC(=O)COc3ccccc3)SC3CS(=O)(=O)CC32)cc1 (stereo unspecified)	3.6%	-22.2%	-5.7%
COc1ccc(N(CC(=O)N2CCCC2)S(C)(=O)=O)cc1	1.8%	-13.5%	4.9%
Cc1ccccc1CSCCNC(=O)COc1ccc(Cl)cc1	-4.7%	-1.1%	-15.5%
CC1(C)NC(=O)N(CC(=O)OCc2cc(=O)n3cc(Br)ccc3n2)C1=O	0.0%	4.1%	-9.4%
Cc1cc(C(=O)O)ccc1-n1c(C)cc(/C=C(/C#N)C(=O)Nc2ccccc2)c1C	nt	-24.4%	-34.0%

In the list so far, these contain fluorine:
SMILES	TDP1 inh	KAT2A inh	DT40 TDP1 no CPT
CC(=O)c1cc(F)c(N2CCN(C(=O)c3ccco3)CC2)cc1C	5.2%	-5.1%	?
O=S(=O)(c1ccc(Cl)cc1)c1nc(-c2cccs2)oc1SCc1ccccc1F	2.9%	-8.9%	23.1µM*
O=C(/C=C/c1ccccc1[N+](=O)[O-])N1CCN(c2ccccc2F)CC1	7.2%	0.2%	0.6%
Cc1nn(CCc2n[nH]c(=S)n2-c2ccc(F)c(Cl)c2)c(C)c1[N+](=O)[O-]	4.0%	0.5%	0.8%
Cc1ccc(F)c(NC=C2C(=O)OC(C)(C)OC2=O)c1	-5.1%	-1.7%	2.7%
COc1cc2c(cc1OC)[C@@H](NC(=O)Cc1ccc(F)cc1)[C@H](OCc1ccccc1)C2	0.9%[56.1 µM]	0.7%	?
Cc1nc2ccccn2c(=O)c1NC(=O)c1ccc(C(F)(F)F)cc1	5.4%	-0.8%	?
COc1ccc(CCNS(=O)(=O)c2ccc(F)cc2)cc1OC	-4.0%	-10.7%	-4.1%
COc1cc(C(=O)Nc2ccc(F)cc2Cl)ccc1OCC(=O)N1CCOCC1	2.0%[0.505 µM]	-0.3%	-24.9%
C/C(=N\NC(=S)NCc1ccccc1)c1ccc2ccccc2c1OC(F)F	4.7%	-6.1%	?
O=S(=O)(c1cc(C(F)(F)F)ccc1Cl)N1CCCCCC1	1.1%	-2.4%	-17.2%
COc1cc(NC(=O)CCc2c(C)nc3c(-c4ccc(F)cc4)c(C)nn3c2C)cc(OC)c1OC	4.6%	-8.5%	6.51µM*

Only part of the results is shown; the hit share may differ from the screen's.
